Assay outcomes as filed in PubChem.
Gal4-VP16 FLuc = VP16 counterscreen qHTS for inhibitors of ROR gamma transcriptional activity; Drosophila S2 Gal4-VP16 UAS-luciferase, luminescence, 20 h; Potency, µM (series often up to 53.6 µM), for inactives: at the top dose activity, negative = inhibition, usual class: inhibitors; actives 3.5% (n = 310,000); AID 2546, 2010;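 note: Gal4-VP16 expression switched on by copper sulfate through the metallothionein promoter; % is set by controls: 0 for no effect and ±100 for the full control effect; nearly all actives have a fitted effect of over 50% in size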
uPA surface inh = qHTS for Inhibitors of Cell Surface uPA Generation. cell surface uPA generation assay, qHTS. Potency, µM (highest dose often 38.3 µM), for the others: at the top dose activity change, negative = inhibition, actives largely listed as inhibitors. actives 0.31% (n = 330,000). AID 540303, 2011; active = well fitted inhibition curve with a large enough effect; inconclusive = small, poorly fitted or top-dose-only effect; inactive = no such curve, though single readings can be large or run the other way; tested in mouse RAW 264.7 cells; note: % is set by controls: 0 for no effect and ±100 for the full control effect; nearly all actives have a fitted effect of over 55% in size
RORgamma inh = qHTS for inhibitors of ROR gamma transcriptional activity. Nuclear receptor ROR-gamma (Mus musculus), P51450. Drosophila S2 Gal4-RORgamma UAS-luciferase reporter, 20 h. Potency, µM (series often up to 53.6 µM), without a hit: at the top dose activity change, negative = inhibition, usual class: inhibitors. actives 5.4% (n = 310,000); note: % is set by controls: 0 for no effect and ±100 for the full control effect; nearly all actives have a fitted effect of over 60% in size
Target sequence (P51450 whole entry, looked up, the tested form may be a part): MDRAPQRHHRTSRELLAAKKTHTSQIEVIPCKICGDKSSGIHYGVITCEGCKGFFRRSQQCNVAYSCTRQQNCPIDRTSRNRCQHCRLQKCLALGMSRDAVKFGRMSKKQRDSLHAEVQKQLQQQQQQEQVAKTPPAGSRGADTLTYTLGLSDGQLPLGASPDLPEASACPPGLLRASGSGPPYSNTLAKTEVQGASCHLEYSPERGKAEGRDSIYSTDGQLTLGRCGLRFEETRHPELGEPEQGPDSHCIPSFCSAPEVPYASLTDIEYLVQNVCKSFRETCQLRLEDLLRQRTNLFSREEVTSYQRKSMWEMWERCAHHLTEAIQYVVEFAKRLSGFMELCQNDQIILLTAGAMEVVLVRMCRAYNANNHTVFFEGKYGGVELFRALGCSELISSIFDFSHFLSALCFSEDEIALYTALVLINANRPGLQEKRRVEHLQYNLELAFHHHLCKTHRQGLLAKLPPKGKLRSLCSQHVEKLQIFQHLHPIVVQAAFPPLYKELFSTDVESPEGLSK
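Drosophila Schneider cells stably carrying a metallothionein-driven Gal4 DBD–ROR gamma fusion and a UAS-Photinus luciferase reporter were exposed to compound for 1 hr, then induced with copper sulfate (700 uM final) for 20 hr at ambient temperature before luminescence reading.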
ELG1 genotox = qHTS screen for small molecules that induce genotoxicity in human embryonic kidney (HEK293T) cells expressing luciferase-tagged ELG1. HEK293T ELG1-luciferase reporter, luminescence, 16 h. Potency, µM (titrated, usually from 46 µM), inactives show at the top dose activity change, positive = activation, hits mostly activators. actives 1.3% (n = 330,000). AID 504466, 2011; note: % of control where 0% means no effect; nearly all actives have a fitted effect of over 60% in size
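ELG1-luciferase HEK293T cells, 2,000/well; compound pinned in; 16 hr, 37 °C, 5% CO2; ONE-Glo, 30 min RT; luminescence on CCD imager.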
p53 reactivation = qHTS assay for re-activators of p53 using a Luc reporter; H1299 p53-A138V BP100-luciferase reporter, luminescence, 24 h; Potency, µM (series often up to 92.2 µM), for inactives: at the top dose activity change, positive = activation, hits mostly activators; actives 0.063% (n = 320,000); note: % of control where 0% means no effect; nearly all actives have a fitted effect of over 45% in size
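H1299 (p53-null), stable ts p53-A138V + BP100-Luc; 1000 cells/well, Opti-MEM/10% FBS; cpd 4 pt, 1:5; 24 h, 37 deg C, 5% CO2; detection reagent 10 min RT; luminescence.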
FLuc counter = qHTS profiling assay for firefly luciferase inhibitor/activator using purifed enzyme and Km concentrations of substrates (counterscreen for miR-21 project); Luciferin 4-monooxygenase (Photinus pyralis), P08659; purified FLuc, Km substrates, luminescence inhibition; Potency, µM (top dose mostly 57.5 µM), without a hit: top-dose activity change, negative = inhibition, usual class: inhibitors; actives 6.9% (n = 360,000);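 note: plate controls were vehicle for no effect and reference inhibitor for full effect; nearly all actives have a fitted effect of over 55% in size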
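Biochemical qHTS of compounds, final roughly 60 µM downward over six points, against 10 nM purified firefly luciferase using Km concentrations of substrates (10 uM D-luciferin, 10 uM ATP) in Tris acetate pH 7.5 buffer; luminescence output.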
BRCA1 expr up = qHTS Assay to Identify Small Molecule Activators of BRCA1 Expression. MCF7-BRCA1-FFLuc reporter, luminescence, 48 h; response scale: scaled: vehicle 0%, 10 µM genistein 100%. Potency, µM (doses to about 46.1 µM), for inactives: at the highest dose activation, actives largely listed as activators. actives 1.1% (n = 380,000); note: nearly all actives have a fitted effect of over 80% in size; some results filed as inactive show a strong effect at the top dose
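Cells: MCF7-BRCA1-FFLuc, 2000/well. Exposure: 48 h, 37 °C, 5% CO2. Read: luminescence, 15 min post-substrate. Controls: genistein 10 microM (maximal activation), DMSO (neutral).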
MBNL1-CUG inh = qHTS Assay for Inhibitors of MBNL1-poly(CUG) RNA binding; Potency, µM (top dose mostly 57.5 µM), inactives show at the top dose activity change, negative = inhibition, usual class: inhibitors; TR-FRET MBNL1-His/biotin-(CUG)12 binding, 665/545 ratio; actives 0.036% (n = 280,000); Muscleblind-like protein 1 (Homo sapiens), Q9NR56; AID 2675, 2010; active = well fitted inhibition curve with a large enough effect in the signal ratio, with a control signal flat, not every such curve was filed as active; inconclusive = small, poorly fitted or top-dose-only effect, or effect the other way, or a change in a side signal; inactive = no such curve, though single readings can be large or run the other way; the % refers to the signal ratio; note: % is set by controls: 0 for no effect and ±100 for the full control effect
Target sequence (Q9NR56 whole entry, looked up): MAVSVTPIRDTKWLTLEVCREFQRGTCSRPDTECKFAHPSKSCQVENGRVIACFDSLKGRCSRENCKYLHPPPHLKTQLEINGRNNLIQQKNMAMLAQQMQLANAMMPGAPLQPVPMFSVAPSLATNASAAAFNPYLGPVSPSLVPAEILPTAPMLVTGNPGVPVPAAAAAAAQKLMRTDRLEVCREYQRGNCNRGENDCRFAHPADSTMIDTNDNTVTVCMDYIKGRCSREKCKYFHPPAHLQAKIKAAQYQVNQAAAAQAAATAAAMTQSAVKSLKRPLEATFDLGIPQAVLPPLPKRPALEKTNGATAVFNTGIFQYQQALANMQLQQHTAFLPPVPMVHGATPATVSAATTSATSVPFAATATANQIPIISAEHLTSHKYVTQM
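TR-FRET between His-tagged MBNL1 and biotin-(CUG)12 RNA, detected with Tb anti-His antibody (0.055 ng/ul) and streptavidin-XL665 (5 nM), 60 min at room temperature. Compounds titrated 92 nM to 58 uM; 665/545 nm ratio normalized to buffer and complex controls.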
NPC1 promoter act = qHTS Assay for NPC1 Promoter Activators. Huh7 NPC1 promoter luciferase reporter, 24 h. Potency, µM (titrated, usually from 9.22 µM), for the others: at the highest dose activation, hits mostly activators. actives 2.4% (n = 320,000);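 note: % of control where 0% means no effect; nearly all actives have a fitted effect of over 60% in size; reporter is driven by a mutant NPC1 promoter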
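Cells: Huh7 expressing luciferase under the NPC1 promoter, 1500/well. Seeded 2 h, compound added, incubated 24 h at 37 °C. Luciferase reagent, 10 min ambient, then luminescence.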
Rab9 promoter act = qHTS Assay for Rab9 Promoter Activators. Huh7 Rab9 promoter-luciferase reporter, luminescence, 24 h. actives 2.8% (n = 320,000). AID 485297, 2010. Potency, µM (series often up to 9.22 µM), inactives show at the top dose activation, negative = inhibition, most hits filed as activators; note: % of control where 0% means no effect; nearly all actives have a fitted effect of over 60% in size
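Stable Rab9-luc Huh7, 1500 cells/well, 2 h settle; cmpd in DMSO, 24 h, 37 °C/5% CO2; luciferase reagent 10 min RT; luminescence.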
* hit, by the source's call; ? = inconclusive; · = no result given; & = joins results of further samples; [ ] = another dose, or the depositor's remark. Unless noted, calls come from the whole dose curve; as a rule, active = well fitted curve in the direction sought with a large enough effect; inconclusive = small, poorly fitted or top-dose-only effect, or another doubt; inactive = no such curve, though single readings can be large; an effect the other way counts as inactive or inconclusive. Potency is the fitted concentration of half-maximal effect.

SMILES | Gal4-VP16 FLuc | uPA surface inh | RORgamma inh | ELG1 genotox | p53 reactivation | FLuc counter | BRCA1 expr up | MBNL1-CUG inh | NPC1 promoter act | Rab9 promoter act
CN1C(=O)CC(C(=O)O)SC1=Nc1cc(Cl)cc(Cl)c1 (stereo not drawn) | -7% | 2% | ? | 2% | -15% | -1% | -16% | -21%[11.5 µM] | -1% | 0%
NC(=O)Cn1cc(/C=N\NS(=O)(=O)c2ccccc2)c2ccccc21 | 9% | -1% | 22% | 2% | 5% | -4% | -18% | 24% | -3% | 0%
Cc1ccc(C(=O)N2CCNC(=O)C2CC(=O)Nc2ccccc2)cc1 (stereo not drawn) | 0% | 1% | 1% | 2% | 0% | 3% | 4% | -8% | 2% | 4%
Cc1noc(C)c1S(=O)(=O)N(C)C[C@H]1Oc2ccc(NS(=O)(=O)c3cn(C)cn3)cc2C(=O)N([C@H](C)CO)C[C@@H]1C | · | -2% | · | 1% | -5% | · | 22% | · | · | ·
CCOCC(=O)Nc1nnc(C)s1 | 6% | -1% | -22% | 0% | 2% | 1% | 0% | 5% | 2% | -1%
COc1ccc(C(c2c(O)ccc3ccccc23)N2CCOCC2)c(OC)c1 (stereo not drawn) | -26% | -9% | -9% | ? | -15% | 12µM* | 16% | 9% | -3% | 4%
NC1=NS(=O)(=O)NC1c1ccc(F)cc1 (stereo not drawn) | 3% | 6% | 8% | -10% | -5% | -1% | 4% | 4% | -6% | 1%
CC(C)c1cc(=O)n2[nH]c(SCc3ccccc3)nc2n1 | 20% | 0% | 14% | 3% | 5% | ? | 2% | 1% | 0% | 9%
COCCNC(=S)N1CCC(NC(=O)c2ccco2)CC1 | 0% | -7% | -1% | 0% | -1% | 1% | -6% | 0% | 2% | 1%
O=C(COc1ccccc1)Nc1nnc(S(=O)(=O)N2CCCCC2)s1 | 5% | -3% | -7% | 0% | 2% | 4% | -16% | -4% | 2% | 1%
CCOC(=O)CN1CC23C=CC(O2)C(C(=O)Nc2ccc4c(c2)OCO4)C3C1=O (stereo not drawn) | ? | 6% | 26% | 9% | 23% | ? | 24% | -3% | 10% | 4%
O=C1c2ccccc2CN2C(=O)c3ccccc3CN12 | -5%&-7% | -23% | 21%&20% | 8% | 21% | -2% | 1% | 0% | -5% | 11%
Cc1ccc(N/N=C2\CS(=O)(=O)N(C)c3ccsc32)cc1 | -5% | -5% | -2% | 17% | 3% | 12µM* | 3% | ? | 3.5µM* | ?
O=C(NNC(=S)NCc1ccccc1)c1cccc([N+](=O)[O-])c1 | 1% | -10% | -39% | 1% | 1% | ? | 1% | ? | -1% | 2%
COc1ccc(NC(=O)c2ccc(COc3ccccc3)o2)c(OC)c1 | 5% | -3% | 19% | -3% | -7% | -8% | -13% | -2% | -2% | -3%
COc1cc([N+](=O)[O-])ccc1NC(=O)CSc1nnc(C)c(C)n1 | 6% | -6% | -7% | -2% | -5% | 3% | 0% | ? | -2% | -1%
O=C(COC(=O)Cc1cccc(F)c1)NC(=O)NC1CCCCC1 | · | -1% | · | 0% | -7% | 3% | 0% | · | 1% | 0%
CNc1nn(-c2cccc(Cl)c2)nc1N | · | -6% | 1%[0.365 µM] | 11µM* | 1% | 24µM* | 10µM* | 1% | ? | ?
N=c1n(Cc2ccccc2)c2ccccc2n1CC(O)c1ccccc1 (stereo not drawn) | -9% | -4% | 1% | -6% | -1% | 6% | -83%[inhibitor] | -4% | 1% | 2%
Cc1onc(-c2ccccc2)c1C(=O)c1ccccc1 | 7% | -1% | 31% | -1% | -5% | 6% | -3% | -6% | -3% | -7%
Cc1ccccc1C(=O)Nc1nnc(SCC(=O)NC2CC2)s1 | -24% | -13% | -32% | ? | 3% | 8.5µM* | 13% | -6% | 2.5µM* | 2.2µM*
CN(C(=O)c1cccc(Nc2ccc(-c3ccc4c(c3)OCCO4)nn2)c1)C1CCCCC1 | ? | -19% | -42% | -21% | ? | 0.95µM* | -68%[inhibitor] | 3% | ? | ?
O=C(NC1CCCC1)c1sc(=S)n2c1[nH]c(=O)c1ccccc12 | 0% | 0% | -16% | -13% | ? | ? | -84% | 1% | -5% | 2%
O=C(Nc1nc(-c2ccncc2)cs1)c1ccc(S(=O)(=O)N2CCOCC2)cc1 | -25% | 9% | -2% | 0% | 1% | -3% | -8% | -6% | 0% | -1%
CC(C)c1ccc(CNC(=O)C2CC(=O)N(C3CCCCC3)C2)cc1 (stereo not drawn) | 1% | -18% | 15% | -3% | 12% | 5% | 0% | 0% | -8% | 5%
CC(=O)CS(=O)(=O)c1ccc(Oc2ccc(S(=O)(=O)CC(C)=O)cc2)cc1 | -6% | 7% | 22% | -2% | 0% | 1% | -10% | -11% | -4% | -5%
CS(=O)(=O)N(CC(=O)NC1CCCC1)c1ccc2c(c1)OCCO2 | -6% | 10% | 13% | 0% | 1% | 8% | -1% | -2% | -3% | 0%
O=C(Cc1ccccc1)NCCCN1CCN(CCCNC(=O)Cc2ccccc2)CC1 | 1% | 4% | -14% | 2% | 22% | 0% | 2% | -7% | 4% | -1%
Fc1ccc2c(c1)/C(=N/Nc1ccccn1)CCS2 | ? | 1% | ? | -9% | 1% | ? | -26% | 0% | -2% | -2%
Cc1cc(C)cc(NC(=O)c2nnn(Cc3cc(C)ccc3C)c2N)c1 | -9% | ? | ? | 13% | 1% | 1% | -17% | ? | ? | -2%
NC(=S)Nc1cccc2cccnc12 | -6% | -2% | ? | -2% | 6% | 0% | 7% | 4% | 0% | -1%
Cc1cccc(C)c1NC(=O)CNC(=O)c1ccc(N2CCCC2)c([N+](=O)[O-])c1 | · | -12% | · | 13% | 1% | · | -14% | · | 0% | 2%
COc1cccc(NC(=O)CSc2nnc(C)s2)c1 | 0% | 0% | 14% | 12% | 0% | 5% | 0% | 3% | 0% | -4%
CC[C@H](C)[C@@H](C(=O)N1CCNCC1)n1cc([C@@H](N)CO)nn1 | 4% | 11% | -3% | 4% | 3% | -6% | 2% | -2% | 2% | -4%
Cc1nnn(C23CC4CC(CC(CC(=O)Nc5ccc(C)c(C)c5)(C4)C2)C3)n1 | -2% | 8% | 25%[10 µM] | -7% | -3% | 3% | -12% | · | 2% | -6%
COc1ccc(Cl)cc1S(=O)(=O)N1CCN(C(=O)c2ccco2)CC1 | 0% | 4% | 9% | 2% | -9% | 2% | -1% | -1% | 1% | -8%
CC(C)(C)c1ccc(OCCC(=O)OCC(=O)N2c3ccccc3NC(=O)C2(C)C)cc1 | · | -11% | · | 2% | -8% | ? | -1% | · | -3% | -1%
O=S(=O)(NCc1cc(-c2ccccc2)no1)c1ccccc1Cl | 22% | 2% | 41% | 2% | -2% | 4% | 0% | -3% | -3% | 6%
COc1ccc(S(=O)(=O)NCc2cc(=O)n(C)c(=O)n2C)cc1F | -2% | 6% | 0% | 2% | -3% | 4% | 14% | -3% | -1% | -3%
CC(C)COc1cccc(C(=O)N(CC(=O)Nc2ccccc2C(F)(F)F)Cc2ccco2)c1 | · | 22% | · | -8% | -10% | -2% | -20% | · | 1% | -4%
Cc1nc(NC(=O)/C=C/c2ccccc2)n[nH]1 | ? | -9% | ? | -13% | -19% | ? | -58% | -2% | -13% | 8%
CN1CCc2c(sc(/N=C/c3cccs3)c2C(N)=O)C1 | 5% | -1% | 13% | 12% | ? | ? | 1% | ? | 20% | ?

Reformatted as labelled records: entries from further up.
NC(=S)Nc1cccc2cccnc12
  Gal4-VP16 FLuc: -6%
  uPA surface inh: -2%
  RORgamma inh: ?
  ELG1 genotox: -2%
  p53 reactivation: 6%
  FLuc counter: 0%
  BRCA1 expr up: 7%
  MBNL1-CUG inh: 4%
  NPC1 promoter act: 0%
  Rab9 promoter act: -1%
CC(C)(C)c1ccc(OCCC(=O)OCC(=O)N2c3ccccc3NC(=O)C2(C)C)cc1
  Gal4-VP16 FLuc: ·
  uPA surface inh: -11%
  RORgamma inh: ·
  ELG1 genotox: 2%
  p53 reactivation: -8%
  FLuc counter: ?
  BRCA1 expr up: -1%
  MBNL1-CUG inh: ·
  NPC1 promoter act: -3%
  Rab9 promoter act: -1%
CC(C)COc1cccc(C(=O)N(CC(=O)Nc2ccccc2C(F)(F)F)Cc2ccco2)c1
  Gal4-VP16 FLuc: ·
  uPA surface inh: 22%
  RORgamma inh: ·
  ELG1 genotox: -8%
  p53 reactivation: -10%
  FLuc counter: -2%
  BRCA1 expr up: -20%
  MBNL1-CUG inh: ·
  NPC1 promoter act: 1%
  Rab9 promoter act: -4%
